Rad51 HR inh – human RAD51 strand exchange inhibitors, primary screen, biochemical, fluorescence | 200,000 compounds, 0.085% hits | inhibition, % at 10 µM | DNA repair protein RAD51 homolog 1 (Homo sapiens), Q06609 | AID 1385, 2008 | hRad51 DNA strand exchange, fluorescence dequenching;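 active = inhibition above 40% at the single screening dose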;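 note: 0% = DMSO control wells and 100% = blanks with heterologous ssDNA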
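Material: human Rad51–ssDNA filaments; Probe or stimulus: labelled 47-mer dsDNA for strand exchange; Doses: single 10 µM dose; Incubation: 37 °C 15-min filament assembly, 30-min compound preincubation, 15-min exchange; Technique: FRET fluorescence dequenching, excitation 485 nm, emission 520 nm; Measure: Fluorescence-based percent inhibition, control- and blank-normalised; Benchmarks: plate control and blank wells.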
KLK5 inh – human KLK5 protease inhibitors, primary screen, biochemical, 1536-well; recombinant hK5, fluorogenic AMC substrate cleavage; inhibition, % at 5 µM; Kallikrein-5 (Homo sapiens), Q9Y337; 210,000 compounds, 0.59% hits;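 active = inhibition of 40% or more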;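 note: 0% = enzyme controls without compound and 100% = no-enzyme blanks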
p47phox inh – p47phox/p22phox peptide binding inhibitors, primary screen, biochemical, uHTS, NADPH oxidase regulatory subunit; Neutrophil cytosol factor 1 (Homo sapiens), P14598; fluorescence polarization, 2 h; inhibition, % at 24.7 µM; 220,000 compounds, 0.53% hits; AID 1274, 2008;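 note: 0% = p47phox with labelled peptide and 100% = labelled peptide alone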
Target sequence (P14598 whole entry, looked up): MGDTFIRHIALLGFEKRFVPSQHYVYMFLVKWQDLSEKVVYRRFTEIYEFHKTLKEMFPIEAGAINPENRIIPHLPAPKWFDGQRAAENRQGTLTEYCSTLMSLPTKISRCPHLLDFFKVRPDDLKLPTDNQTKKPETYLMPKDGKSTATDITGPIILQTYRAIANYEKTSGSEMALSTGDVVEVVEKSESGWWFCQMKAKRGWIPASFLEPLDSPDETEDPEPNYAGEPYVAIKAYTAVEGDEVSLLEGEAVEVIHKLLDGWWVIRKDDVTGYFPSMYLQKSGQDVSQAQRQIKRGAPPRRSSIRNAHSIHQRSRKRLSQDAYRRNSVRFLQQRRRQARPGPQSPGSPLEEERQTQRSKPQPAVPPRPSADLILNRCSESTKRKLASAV
Furin inhibitor – human furin inhibitors, primary screen, biochemical, fluorescence intensity | inhibition, % at 30 µM | 220,000 compounds, 0.061% hits | AID 463115, 2010 | purified furin, fluorogenic substrate cleavage; in the data active = inhibition above about 25%; note: inactives centre near -15
Target sequence (P09958 108-714 limits assumed): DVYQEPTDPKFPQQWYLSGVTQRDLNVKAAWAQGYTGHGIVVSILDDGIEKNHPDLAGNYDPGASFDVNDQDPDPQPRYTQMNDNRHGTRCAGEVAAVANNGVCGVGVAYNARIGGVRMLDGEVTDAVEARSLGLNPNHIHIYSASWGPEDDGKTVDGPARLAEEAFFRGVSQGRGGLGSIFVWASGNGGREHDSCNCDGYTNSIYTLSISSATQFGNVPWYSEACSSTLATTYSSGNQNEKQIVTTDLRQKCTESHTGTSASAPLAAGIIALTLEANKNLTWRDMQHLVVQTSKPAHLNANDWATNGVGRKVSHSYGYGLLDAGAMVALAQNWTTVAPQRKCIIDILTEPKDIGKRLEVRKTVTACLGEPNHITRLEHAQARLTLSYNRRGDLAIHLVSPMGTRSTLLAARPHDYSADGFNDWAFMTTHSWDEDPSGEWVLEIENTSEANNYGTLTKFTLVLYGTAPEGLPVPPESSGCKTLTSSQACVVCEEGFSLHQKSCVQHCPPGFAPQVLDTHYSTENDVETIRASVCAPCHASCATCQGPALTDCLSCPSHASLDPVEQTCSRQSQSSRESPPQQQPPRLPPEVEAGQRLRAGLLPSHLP
eIF4E 4G PPI – eIF4E–eIF4G protein interaction inhibitors, primary screen, biochemical, uHTS, TR-FRET, eIF4GI fragment. Eukaryotic translation initiation factor 4E (Mus musculus) + Eukaryotic translation …. TR-FRET eIF4E-eIF4GI(517-606) binding, 2 h. inhibition, % at 21.7 µM. 220,000 compounds, 0.37% hits;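 note: 0% = full FRET control wells and 100% = background wells lacking eIF4GI fragment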
14-3-3 Bad inh – inhibitors of 14-3-3 zeta/Bad binding, primary screen, biochemical, TR-FRET, bovine 14-3-3 zeta | AID 781, 2007 | TR-FRET 14-3-3zeta/Dy647-pBad peptide displacement, 1 h | inhibition, % at 21.7 µM | 14-3-3 protein zeta/delta (Bos taurus), P63103 | 220,000 compounds, 0.71% hits;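 active = inhibition above about 70%, limit read from the data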;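 note: 0% = full 14-3-3 plus peptide FRET controls and 100% = background without 14-3-3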
Cl transport mod – KCC2 cotransporter modulators, thallium flux, primary screen, cell-based, HEK293 KCC2, FluoZin-2 fluorescence, MLSMR | B-score of Tl+ flux slope (higher = more flux/activation; lower = inhibition) at 10 µM | Solute carrier family 12 member 5 (Homo sapiens), Q9H2X9 | KCC2 cells, thallium flux FluoZin-2 fluorescence | 190,000 compounds, 2.2% hits;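 active = thallium flux slope and its plate-corrected score both differing from the plate sample mean at a set confidence after two filtering rounds, in either direction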;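 note: slope of fluorescence scaled to starting intensity during 10 to 20 s after thallium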
thrombin 1536 – human alpha-thrombin inhibitors, primary screen, counter-screen for coagulation protease inhibitor project, biochemical, 1536-well, fluorogenic AMC substrate. Prothrombin (Homo sapiens), P00734. Boc-VPR-AMC fluorogenic substrate cleavage. inhibition, % at 5 µM. 220,000 compounds, 0.26% hits;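 active = inhibition at or above 40%; inactive = inhibition below 40%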;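 note: 0% = enzyme with no compound and 100% = wells without enzyme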
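Test system: human alpha-thrombin; medium: pH 7.5 Tris-saline with Tween 20; times: reaction at room temperature; signal: AMC fluorescence at 355 nm excitation and 460 nm emission; also added: Boc-VPR-AMC substrate, 15 µM final; dosing: one concentration per compound, 5 µM, with 0.2% DMSO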
EBV gp42 block – Epstein-Barr virus gp42 inhibitors, primary screen, biochemical, uHTS, fluorescence polarization; inhibition, % (tested at 21.74 µM); AID 1085, 2008; Fluorescence polarization binding assay, mP read-out; 220,000 compounds, 0.42% hits; in the data active = inhibition above about 50%
* hit, by the source's call; [ ] = another dose, or the depositor's remark.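 Rule for the calls, unless noted: active = inhibition above about 30% (limit read from the data); inactive = the rest.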

Screening Cc1ccc(C2=NN(S(C)(=O)=O)C(c3cccs3)C2)cc1 (stereo unspecified) returned Rad51 HR inh -4, KLK5 inh 2, p47phox inh -68, Furin inhibitor -11[20 µM], eIF4E 4G PPI -1, 14-3-3 Bad inh 5, Cl transport mod -0.26, thrombin 1536 5 and EBV gp42 block -12.
`CC(C)C[C@@H](CN(C)N=O)N(C[C@H](Cc1ccccc1)N(CCc1ccccc1)N=O)N=O` gave Rad51 HR inh -1, KLK5 inh 0, p47phox inh -8, Furin inhibitor -20, eIF4E 4G PPI 0, 14-3-3 Bad inh -2, Cl transport mod -0.45, thrombin 1536 -2 and EBV gp42 block -6.
`CCn1c(CCNC(=O)c2ccc(OC)c(OC)c2)nc2ccccc21` gave Rad51 HR inh 1, KLK5 inh 0, p47phox inh -17, Furin inhibitor -23[20 µM], eIF4E 4G PPI 4, 14-3-3 Bad inh 5, Cl transport mod -0.58, thrombin 1536 3 and EBV gp42 block -13.
C=CCC(Nc1ccco1)c1ccccc1 (stereo unspecified) was read as Rad51 HR inh 3, KLK5 inh 2, p47phox inh -18, Furin inhibitor -19[20 µM], eIF4E 4G PPI -4, 14-3-3 Bad inh 47, Cl transport mod -0.0099, thrombin 1536 -2 and EBV gp42 block -18.
For CCOC(=O)N1CCC(N(C(=O)Nc2ccc(Cl)c(Cl)c2)C(C)CC)CC1 (stereo unspecified) the results were Rad51 HR inh -2, KLK5 inh -9, p47phox inh -1, Furin inhibitor 3[20 µM], eIF4E 4G PPI 3, 14-3-3 Bad inh -1, Cl transport mod 0.0051, thrombin 1536 -6 and EBV gp42 block -11.
For O=c1c2sccc2[nH]c(=S)n1Cc1ccccc1 the results were Rad51 HR inh 8, KLK5 inh -10, p47phox inh -7, Furin inhibitor -14, eIF4E 4G PPI 1[fluorescence artefact?], 14-3-3 Bad inh 0, Cl transport mod 68*, thrombin 1536 -4 and EBV gp42 block 2.
For COC(=O)Nc1ccc([N+](=O)[O-])cc1OC the results were Rad51 HR inh -3, KLK5 inh -4, p47phox inh -8, Furin inhibitor -9, eIF4E 4G PPI 9, 14-3-3 Bad inh -5, Cl transport mod 0.75, thrombin 1536 3 and EBV gp42 block -2.
`CC(C)NC(=O)C1CCN(C2CCN(C(=O)c3cc4c(s3)CCCCC4)CC2)CC1` gave KLK5 inh -3, p47phox inh -9, Furin inhibitor -20, eIF4E 4G PPI -1, 14-3-3 Bad inh -4, Cl transport mod -1.4, thrombin 1536 -3 and EBV gp42 block -11.
CCOC(=O)c1c(C)[nH]c(C(=O)Cn2c(=O)c3c(ncn3CC)n(Cc3ccccc3)c2=O)c1C was read as Rad51 HR inh -10, KLK5 inh -4, p47phox inh -45, Furin inhibitor -13[20 µM], eIF4E 4G PPI -23[fluorescence artefact?], 14-3-3 Bad inh 6[fluorescence artefact?], Cl transport mod 0.0022, thrombin 1536 -9 and EBV gp42 block -22.
For Nn1c(SCC(=O)Nc2nc3ccccc3s2)nncc1=O the results were Rad51 HR inh 2, KLK5 inh -1, p47phox inh -75, Furin inhibitor -13, eIF4E 4G PPI 11[fluorescence artefact?], 14-3-3 Bad inh -10, Cl transport mod 0.13, thrombin 1536 -6 and EBV gp42 block -2.

Taken from the results shown for reference:
Screening Cc1ccc(C2=NN(S(C)(=O)=O)C(c3cccs3)C2)cc1 (stereo unspecified) returned Rad51 HR inh -4, KLK5 inh 2, p47phox inh -68, Furin inhibitor -11[20 µM], eIF4E 4G PPI -1, 14-3-3 Bad inh 5, Cl transport mod -0.26, thrombin 1536 5 and EBV gp42 block -12.
`CC(C)C[C@@H](CN(C)N=O)N(C[C@H](Cc1ccccc1)N(CCc1ccccc1)N=O)N=O` gave Rad51 HR inh -1, KLK5 inh 0, p47phox inh -8, Furin inhibitor -20, eIF4E 4G PPI 0, 14-3-3 Bad inh -2, Cl transport mod -0.45, thrombin 1536 -2 and EBV gp42 block -6.
`CCn1c(CCNC(=O)c2ccc(OC)c(OC)c2)nc2ccccc21` gave Rad51 HR inh 1, KLK5 inh 0, p47phox inh -17, Furin inhibitor -23[20 µM], eIF4E 4G PPI 4, 14-3-3 Bad inh 5, Cl transport mod -0.58, thrombin 1536 3 and EBV gp42 block -13.
C=CCC(Nc1ccco1)c1ccccc1 (stereo unspecified) was read as Rad51 HR inh 3, KLK5 inh 2, p47phox inh -18, Furin inhibitor -19[20 µM], eIF4E 4G PPI -4, 14-3-3 Bad inh 47, Cl transport mod -0.0099, thrombin 1536 -2 and EBV gp42 block -18.

(continued)
Screening COc1ccccc1C/C(N)=N/OC(=O)c1ccco1 returned Rad51 HR inh -1, KLK5 inh 1, p47phox inh -10, Furin inhibitor -33, eIF4E 4G PPI -3, 14-3-3 Bad inh -6, Cl transport mod 0.34, thrombin 1536 -8 and EBV gp42 block -15.
For CC(C)C(=O)NNC(=O)c1cc2sccc2s1 the results were Rad51 HR inh -2, KLK5 inh -6, p47phox inh 2, Furin inhibitor -5, eIF4E 4G PPI 2, 14-3-3 Bad inh 0, Cl transport mod 0.95, thrombin 1536 -1 and EBV gp42 block -7.
For COCCN1C(=O)/C(=C/c2ccc(OCc3ccc(C(=O)O)cc3)c(OC)c2)SC1=Nc1ccccc1 the results were KLK5 inh -4, p47phox inh -49, Furin inhibitor -23, eIF4E 4G PPI 8, 14-3-3 Bad inh -2[fluorescence artefact?], Cl transport mod -5.7*, thrombin 1536 -3 and EBV gp42 block 11.
COc1ccc(OCC(=O)N2c3ccc(C)cc3C3CN(C)CCC32)cc1 (stereo unspecified) was read as Rad51 HR inh 9, KLK5 inh -3, p47phox inh 2, Furin inhibitor -15, eIF4E 4G PPI -1, 14-3-3 Bad inh -15, Cl transport mod -1.6, thrombin 1536 -18 and EBV gp42 block 5.
COc1cc(C2=NOC(C(=O)Nc3cc(C)on3)C2)cc(OC)c1OC (stereo unspecified) was read as KLK5 inh 1, p47phox inh -8, Furin inhibitor -3, eIF4E 4G PPI 5, 14-3-3 Bad inh -3, Cl transport mod 0.77, thrombin 1536 -5 and EBV gp42 block -4.
O=C(CSc1ccccc1C(=O)NCc1ccccc1)NC1CCCCCCC1 was read as Rad51 HR inh 3, KLK5 inh -2, p47phox inh -2, Furin inhibitor -3, eIF4E 4G PPI 0, 14-3-3 Bad inh -5[fluorescence artefact?], Cl transport mod -4*, thrombin 1536 -1 and EBV gp42 block -4.
`C[C@H](NC(=O)c1nc[nH]c1C(=O)N[C@@H](CCCCNC(=O)OC(C)(C)C)C(=O)OC(C)(C)C)c1ccccc1` gave Rad51 HR inh 2, KLK5 inh -1, p47phox inh -16, Furin inhibitor -9, eIF4E 4G PPI 2, 14-3-3 Bad inh -9, Cl transport mod -0.63, thrombin 1536 -3 and EBV gp42 block -12.
For COCCn1c(=O)[nH]c(=O)c2c(C(F)(F)F)cc(-c3cccs3)nc21 the results were Rad51 HR inh 0, KLK5 inh -58, p47phox inh -1, Furin inhibitor -149, eIF4E 4G PPI 3, 14-3-3 Bad inh 13[fluorescence artefact?], Cl transport mod -0.28, thrombin 1536 -33 and EBV gp42 block -2.
Screening CCNc1nc(NCC)n2c(SCC(=O)N(CC)C3CCCCC3)nnc2n1 returned Rad51 HR inh -2, KLK5 inh -12, p47phox inh -4, Furin inhibitor -12, eIF4E 4G PPI 19, 14-3-3 Bad inh -6[fluorescence artefact?], Cl transport mod -1.2, thrombin 1536 -6 and EBV gp42 block -11.
Screening CCn1c(CCNC(=O)c2ccc(Cl)cc2Cl)n[nH]c1=S returned Rad51 HR inh 0, KLK5 inh 0, p47phox inh -10, Furin inhibitor -10[20 µM], eIF4E 4G PPI 0[fluorescence artefact?], 14-3-3 Bad inh 4, Cl transport mod 1.2, thrombin 1536 -5 and EBV gp42 block -1.
For CC(C)C(=O)Nc1cccc2nsnc12 the results were Rad51 HR inh 4, KLK5 inh -8, p47phox inh -16, Furin inhibitor -14, eIF4E 4G PPI 4, 14-3-3 Bad inh -6, thrombin 1536 5 and EBV gp42 block -13.
Cc1cc(/C=N/O)c(C)n1-c1ccc(Br)cc1 was read as Rad51 HR inh -20, KLK5 inh -6, p47phox inh -4, Furin inhibitor -22, eIF4E 4G PPI -2, 14-3-3 Bad inh 1, Cl transport mod -0.22, thrombin 1536 -4 and EBV gp42 block -4.
For Brc1cccc(OCCCCN2CCCCC2)c1 the results were KLK5 inh -2, p47phox inh 1, Furin inhibitor -24, eIF4E 4G PPI 1, 14-3-3 Bad inh 31[fluorescence artefact?], Cl transport mod 1.2, thrombin 1536 3 and EBV gp42 block 4.
Screening CCN(CC)S(=O)(=O)c1ccc(Cl)c(NC(=O)COC(=O)c2cc(-c3ccccc3Cl)nc3ccccc23)c1 returned Rad51 HR inh 5, KLK5 inh -10, p47phox inh -14, Furin inhibitor -14, eIF4E 4G PPI 22, 14-3-3 Bad inh -3[fluorescence artefact?], Cl transport mod -1.3, thrombin 1536 -6 and EBV gp42 block -1.
Screening O=C(CN(c1ccccc1)S(=O)(=O)c1ccccc1[N+](=O)[O-])NN=C1CCCCCCC1 returned KLK5 inh 0, p47phox inh -6, Furin inhibitor 5[20 µM], eIF4E 4G PPI -7, 14-3-3 Bad inh 0, Cl transport mod -0.067, thrombin 1536 -5 and EBV gp42 block 6.
For Cn1c(SCc2ccc(C#N)cc2Cl)nc2ccccc21 the results were Rad51 HR inh -11, KLK5 inh 3, p47phox inh -27, Furin inhibitor -2, eIF4E 4G PPI -4, 14-3-3 Bad inh 7, Cl transport mod -4, thrombin 1536 0 and EBV gp42 block 0.
`Cc1ccc(SC2=C(Sc3ccc(C)cc3)C(=O)c3ccccc3C2=O)cc1` gave Rad51 HR inh 16, KLK5 inh -2, p47phox inh 7, Furin inhibitor -3, eIF4E 4G PPI 3, 14-3-3 Bad inh 3, Cl transport mod 0.13, thrombin 1536 -3 and EBV gp42 block -7.
Screening CCOc1cc2c(cc1OCC)C(c1ccc(OC)cc1)N(c1ccccc1)C(=O)C2 (stereo unspecified) returned Rad51 HR inh 5, KLK5 inh -4, p47phox inh -11, Furin inhibitor -12, eIF4E 4G PPI 3, 14-3-3 Bad inh 2, Cl transport mod 0.06, thrombin 1536 -6 and EBV gp42 block -7.
Screening O=C(COc1ccc(/C=N/NC(=O)c2ccccc2O)cc1)Nc1ccccc1 returned Rad51 HR inh 2, KLK5 inh -13, p47phox inh -17, Furin inhibitor -24, eIF4E 4G PPI 9, 14-3-3 Bad inh -1, Cl transport mod -0.48, thrombin 1536 -1 and EBV gp42 block 0.

High-throughput results deposited in PubChem BioAssay by several laboratories.
